# High-throughput results from PubChem.
# TbREL1 primary: TbREL1 RNA ligase inhibitors, primary screen, biochemical, FRET fluorescence; TbREL1 RNA ligation; inhibition, % at 9.66 µM; actives 0.49% (n = 89,000);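 active means inhibition above the mean inhibition across all screened compounds plus 3 SD, cut at about 11% in these data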;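 further: 0% = plate median of test wells and 100% = NSC42067 control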
# Target sequence (P86926 whole entry, looked up): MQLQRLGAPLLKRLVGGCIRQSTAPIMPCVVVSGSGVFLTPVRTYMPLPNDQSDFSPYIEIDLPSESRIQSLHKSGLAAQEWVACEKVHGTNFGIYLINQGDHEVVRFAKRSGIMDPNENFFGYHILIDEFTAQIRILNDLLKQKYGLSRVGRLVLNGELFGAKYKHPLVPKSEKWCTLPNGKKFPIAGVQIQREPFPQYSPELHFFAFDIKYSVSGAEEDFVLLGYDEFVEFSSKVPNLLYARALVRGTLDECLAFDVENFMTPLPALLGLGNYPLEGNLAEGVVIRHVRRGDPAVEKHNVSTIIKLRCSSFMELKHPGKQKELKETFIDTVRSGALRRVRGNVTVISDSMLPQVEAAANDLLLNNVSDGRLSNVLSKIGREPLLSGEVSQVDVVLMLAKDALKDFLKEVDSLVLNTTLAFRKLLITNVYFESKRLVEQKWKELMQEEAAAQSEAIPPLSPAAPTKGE
# An asterisk follows results filed as active. These rows are one share of the data; the hit share may differ from the screen's.
# Start of the listing, in advance (16 entries):
SMILES,TbREL1 primary
COC(=O)c1cn[nH]c1NC(=S)Nc1ccc(C)cc1Cl,-3
O=C(Nc1nnc(C2CC2)s1)c1cccc(S(=O)(=O)N2CC(c3ccccc3)CC2=O)c1 (stereo unspecified),7
Cc1snc(SCC(=O)N/N=C(\N)COc2ccc(F)cc2)c1C#N,5
Cc1c(CCO)c(=O)oc2n[nH]c(-c3ccccc3)c12,0
CCCOc1ccc(Cn2cnc3ccccc32)cc1,0
Cn1ncc(Oc2ccc([N+](=O)[O-])cc2)c(Cl)c1=O,0
CCOC(=O)c1ccc(-n2ccnc2)c(NC(=O)c2ccc(C(C)(C)C)cc2)c1,7
O=C(O)[C@H](Cc1ccccc1)N1C(=O)c2c(Cl)c(Cl)c(Cl)c(Cl)c2C1=O,2
COc1cc(N2CN=c3s/c(=C\c4ccccn4)c(=O)n3C2)cc(OC)c1OC,-8
O=C(NCCCN1CCC(Cc2ccccc2)CC1)c1ccc(CS(=O)c2ccccc2Cl)o1 (stereo unspecified),3
Cc1nnc(SCC(=O)NCCC2=CCCCC2)[nH]c1=O,-1
COc1ccccc1-c1noc(CCCC(=O)NC2CCCCC2)n1,0
CN1CCN(S(=O)(=O)c2cccc(C(=O)N3CCc4ccccc43)c2)CC1,-3
O=C(COc1ccc(S(=O)(=O)N2CCOCC2)cc1)N1CCOCC1,2
O=C(OCCN1C(=O)CCC1=O)c1ccc(S(=O)(=O)N2CCCCC2)cc1,-1
Cc1cccc(-c2nc(CS(=O)CC(=O)NCCCSC3CCCCC3)c(C)o2)c1 (stereo unspecified),-5

# The listing (from the top)
SMILES,TbREL1 primary
COC(=O)c1cn[nH]c1NC(=S)Nc1ccc(C)cc1Cl,-3
O=C(Nc1nnc(C2CC2)s1)c1cccc(S(=O)(=O)N2CC(c3ccccc3)CC2=O)c1 (stereo unspecified),7
Cc1snc(SCC(=O)N/N=C(\N)COc2ccc(F)cc2)c1C#N,5
Cc1c(CCO)c(=O)oc2n[nH]c(-c3ccccc3)c12,0
CCCOc1ccc(Cn2cnc3ccccc32)cc1,0
Cn1ncc(Oc2ccc([N+](=O)[O-])cc2)c(Cl)c1=O,0
CCOC(=O)c1ccc(-n2ccnc2)c(NC(=O)c2ccc(C(C)(C)C)cc2)c1,7
O=C(O)[C@H](Cc1ccccc1)N1C(=O)c2c(Cl)c(Cl)c(Cl)c(Cl)c2C1=O,2
COc1cc(N2CN=c3s/c(=C\c4ccccn4)c(=O)n3C2)cc(OC)c1OC,-8
O=C(NCCCN1CCC(Cc2ccccc2)CC1)c1ccc(CS(=O)c2ccccc2Cl)o1 (stereo unspecified),3
Cc1nnc(SCC(=O)NCCC2=CCCCC2)[nH]c1=O,-1
COc1ccccc1-c1noc(CCCC(=O)NC2CCCCC2)n1,0
CN1CCN(S(=O)(=O)c2cccc(C(=O)N3CCc4ccccc43)c2)CC1,-3
O=C(COc1ccc(S(=O)(=O)N2CCOCC2)cc1)N1CCOCC1,2
O=C(OCCN1C(=O)CCC1=O)c1ccc(S(=O)(=O)N2CCCCC2)cc1,-1
Cc1cccc(-c2nc(CS(=O)CC(=O)NCCCSC3CCCCC3)c(C)o2)c1 (stereo unspecified),-5
COc1ccc(N2CCN(C(=O)CNC(=O)Cn3c(C)cc4ccccc4c3=O)CC2)cc1,-7
Cc1ccc(-c2noc(CCCC(=O)Nc3cccnc3)n2)cc1,-1
CCC[C@H]1[C@@H](OC(=O)NC2CCC2)CC[C@@]23CCCN2C(=O)CCC[C@@H]13,-4
CCOC(=O)N1CCN(C(=O)C[C@H]2C(=O)N(CCCOC)C3=CCCC[C@@]32C(=O)OCC)CC1,2
COC(=O)c1cn(NC(=O)c2cc(OC)c(OC)c(OC)c2)c(=O)c2ccccc12,0
Cc1cccc(N(CC(=O)NCc2ccccc2)C(=O)Cn2nnc(-c3ccc(C)o3)n2)c1,-2
CCC1CCCCN1C(=O)N[C@@H](CCSC)C(=O)OC (stereo partly specified),-1
O=C(NCc1ccc(N2CCCC2=O)cc1)C1CCC(=O)N(Cc2ccccc2F)C1 (stereo unspecified),4
O=C(Nc1nc2ccc(Cl)cc2s1)c1cc(-c2ccc(Cl)cc2)nc2ccccc12,6

# (continued)
SMILES,TbREL1 primary
C[C@H](CO)N1C[C@H](C)[C@H](CN(C)C(=O)c2ccccc2)OCc2ccccc2-c2c(n(C)c3ccccc23)C1=O,1
Cc1ccc(C)c(NC(=O)CN(C)C(=O)c2cc3ccccc3oc2=O)c1,-1
Cc1ccc(Oc2nc3c(c(=O)n(Cc4ccccc4F)c(=O)n3C)n2C)cc1,-2
Cc1cc(NC(=O)CSc2nnc(-c3ccc(Cl)s3)o2)no1,-1
CN(C)/C=c1\sc2c(C#N)cc(C(=O)c3ccc(Br)cc3)n2c1=O,-4
CCOC(=O)CSc1nc(-c2ccccc2)nc2ccccc12,2
COc1cc(C)ccc1OCC(=O)Nc1ccc2c(c1)OCO2,-1
CCOC(=O)C1=C(C)Nc2nc(C)nn2C1c1cc(OC)ccc1OC (stereo unspecified),2
O=[N+]([O-])c1cc(C=NN2CCN(Cc3ccccc3Cl)CC2)ccc1Cl,0
CCn1c(SCC(=O)c2ccc3ccccc3c2)nnc1-c1cccs1,-4
Cc1onc(-c2ccccc2Cl)c1C(=O)Nc1sc2c(c1C(N)=O)CCC(C)C2 (stereo unspecified),-1
CCOc1ccc2nc(N3CCC(C(=O)NC4CCCCC4)CC3)sc2c1,-1
C=C(C)C1CC=C(C)/C(=N/NC(=O)COc2cccc3ccccc23)C1 (stereo unspecified),9
CN(c1ccc(S(=O)(=O)N2CCOCC2)cn1)C1CCCCC1,0
COc1ccc(-c2ccnc(SCC(=O)c3ccc(OC)c(OC)c3)n2)cc1,5
COCCNS(=O)(=O)c1cc(F)ccc1OC,1
CN1CCN(C(=O)c2ccc(COc3cc(Cl)ccc3Cl)o2)CC1,-1
COc1ccc(-n2c(SCc3ccc([N+](=O)[O-])cc3)nnc2-c2ccco2)cc1,-3
CCN(CC)S(=O)(=O)c1ccc(/C=C/C(=O)OCC(=O)NNC(=O)c2ccc(OC)cc2)cc1,1
N#CC1=C(N)C(C#N)(C#N)C2(CCC3(CC2)OCCO3)C2CC3(CC=C12)OCCO3 (stereo unspecified),0
O=C(CSc1nc2ccccc2o1)NCC1CCCO1 (stereo unspecified),-2
CCCNC(=O)c1cc2c(c(-c3cccc(-c4ccccc4F)c3)n1)[C@@H](CCO)N(C(=O)CC1CC1)C2,-1
N#CC1=C2SCN(Cc3ccco3)CN2C(=O)CC1c1ccc(Cl)cc1 (stereo unspecified),-2
COc1ccc(OC)c(S(=O)(=O)N2CCCC(C(=O)NCc3ccccn3)C2)c1 (stereo unspecified),1
CCC(c1nc2ccccc2c(=O)n1-c1nc2ccccc2s1)N1C(=O)c2ccccc2C1=O (stereo unspecified),-1

# Further records.
SMILES,TbREL1 primary
CCCN1CCCCC(NC(=O)OC(C)(C)C)C1=O (stereo unspecified),0
CCOC(=O)c1c(C)[nH]c(C(=O)Nc2cc(OCC)c(N3CCOCC3)cc2OCC)c1C,-6
COc1ccc(N2CCN(C(c3cc(OC)ccc3OC)c3nnnn3CC3CCCO3)CC2)cc1 (stereo unspecified),1
COc1cc(CNCc2ccccn2)ccc1OCC(=O)NC1CCCCC1,4
Cn1ccc(C(=O)Nc2cccnc2Cl)n1,1
CCc1nc(SCC(=O)c2cccs2)c2oc3ccccc3c2n1,-1
COc1ccc(C)cc1-n1nnnc1SCc1cc(=O)n2cc(C)ccc2n1,-2
Cc1cc(C)cc(Cn2cc(CN3CC(N4CCCCC4)CS3(=O)=O)nn2)c1 (stereo unspecified),-3
Cc1cccc(/C=N/NC(=O)c2ccc(NC(=O)c3ccc(Cl)cc3)cc2)n1,2
CCc1ccc(OC2=NS(=O)(=O)c3ccccc32)cc1,1
O=C(CCN1CCN(c2ccccc2)CC1)NNC(=S)Nc1ccccc1Cl,-7
COc1ccc(Cc2nnc(NC(=O)Nc3ccccc3F)s2)cc1,4
CC(C)C(CCNC(=O)CC(Cc1ccccc1)c1ccco1)c1ccco1 (stereo unspecified),-5
Cc1nc2ccccc2c(-c2ccccc2)c1CC(=O)O,7
CCOc1ccc2[nH]c3c(NCCc4ccc(OC)c(OC)c4)ncnc3c2c1,-1
CC1(NC(=S)N(CCO)CCO)CCS(=O)(=O)C1 (stereo unspecified),1
COc1cccc(NC(=O)N2CCCC2C(=O)NC2CCCC2)c1 (stereo unspecified),2
COc1ccc(S(=O)(=O)N2CCCOC2CNC(=O)C(=O)NCc2cccnc2)cc1 (stereo unspecified),-4
CCCCCC1C(=O)C[C@@H]2CCN3C(=O)CCC[C@H]1[C@H]23 (stereo partly specified),1
CC1(C)CC(=O)C2=C(C1)N=C1c3ccccc3C(=O)C1C2c1ccc(Cl)cc1 (stereo unspecified),-1
NC(=O)COC(=O)C1c2ccccc2Oc2ccccc21,0
CCN(CC)C(=O)Oc1cc(=O)n2c3c(cccc13)CCC2,-2
O=C(NC1(C(F)(F)F)N=C2SCCN2C1=O)c1ccccc1 (stereo unspecified),-1
CN1CCCN(S(=O)(=O)c2ccc3c(c2)OCCO3)CC1,0
CCc1ccc(NC(=O)CSc2nc(=O)n(CCCN(C)C)c3c2CCC3)cc1,11

# Additional records follow.
SMILES,TbREL1 primary
CCOc1cccc(C2C(C(=O)c3ccc(C)o3)=C(O)C(=O)N2Cc2ccncc2)c1 (stereo unspecified),0
CCc1ccc(CNC(=O)C2CCC(=O)N2C2CCCCC2)cc1 (stereo unspecified),-1
CCOCCCNC(=O)C1CCCN1S(=O)(=O)c1ccc(Cl)cc1 (stereo unspecified),-1
CCN(CC)C(=O)CSc1nnc(-c2ccc(C(C)(C)C)cc2)n1-c1ccc(Cl)cc1,5
Cc1nc(Cl)sc1C(=O)Nc1cccc(Cl)c1C,3
COc1ccc(OC)c(S(=O)(=O)N(C)CC(=O)N2CCN(c3cccc(Cl)c3)CC2)c1,0
CN(C)C(=O)C1CCC(=O)N1Cc1cccs1 (stereo unspecified),-1
Cc1ccc(CCNC(=O)CN(C)S(=O)(=O)c2ccc3c(c2)n(C)c(=O)c(=O)n3C)cc1,1
O=C(Cc1ccc(Cl)c(Cl)c1)OCC(=O)c1ccc[nH]1,4
O=C1NCC(=O)N(Cc2ccccc2)/C1=C/c1ccccc1,10
COC(=O)[C@]12C[C@H](CC(=O)NCC3CCCCC3)C(=O)N(Cc3ccc(Cl)cc3Cl)C1=C[C@H](C1CCCC1)O[C@@H]2C,4
COc1ccc(C(=O)[C@H]2[C@H]3C(=O)N(c4ccc(C)cc4)C(=O)[C@H]3C3C=CC=NN32)cc1 (stereo partly specified),-2
Cc1cc(C)c(C#N)c(SCc2cn3c(C)cccc3n2)n1,-5
Cc1nc(NC(=O)c2ccccc2)sc1-c1csc(N)n1,-2
Cc1ccccc1OCC(=O)OCn1nnc2ccccc2c1=O,-3
CCC(=O)Nc1ccc(C(=O)Nc2cc(C)on2)cc1,1
CCOC(=O)N1CCN(C(=O)CN(Cc2ccc(Cl)cc2)S(=O)(=O)c2ccccc2)CC1,-2
Cc1nc2c3c4c(sc3n3c(SCC(=O)NCc5ccco5)nnc3n2n1)COC(C)(C)C4,-1
Cc1nn(Cc2ccc(Cl)cc2Cl)c(C)c1NC(=O)C1C2CCC(O2)C1C(=O)O (stereo unspecified),6
CCc1nc2ccc(C(=O)NCCCN3CCCC3=O)cn2c1N(CC)C(=O)NCCc1ccccc1,3
Cc1nc(NC(=O)COC(=O)c2ccc(CO)cc2)c(Cl)cc1Cl,5
CSc1ccccc1NC(=O)c1ccccn1,0
C#CCO[C@@H]1C[C@H](n2cnc3c(NC(=O)c4ccccc4)ncnc32)O[C@@H]1CO,-1
Cc1cccc(C(=O)NCC(=O)NC(C)CCc2ccccc2)c1 (stereo unspecified),1
Cc1cc(C)cc(NC(=O)NC2CCCCCCC2)c1,5

# New compounds follow
SMILES,TbREL1 primary
COc1ccc(NS(=O)(=O)c2cc(-c3nnnn3C)ccc2OC)cc1,-1
CC(C)n1[nH]c2ccccc2c1=O,-2
COc1ccc(-n2c(C)cc(C(=O)CN3C(=O)c4ccccc4C3=O)c2C)cc1,-1
Nc1cc(C(=O)OCC(=O)c2ccc(CC(=O)N3CCOCC3)s2)ccc1Cl,2
CC(C)(C)OC(=O)C[C@@H]1C/C=C\C[C@@H](CC(=O)N[C@@H](CO)Cc2ccccc2)C(=O)NC[C@@H](c2ccccc2)OC1=O,-3
CC(=O)N1c2ccc(S(=O)(=O)NCCc3ccc(Cl)cc3)cc2CC1C (stereo unspecified),-4
Clc1ccc(Cn2c(/C=C/c3ccco3)nc3ccccc32)cc1,-2
Cc1cc(-c2nc(-c3ccc(C(C)(C)C)cc3)no2)no1,2
O=C(CN1CCOCCOCCN(CC(=O)Nc2ccccc2)CCOCC1)Nc1ccccc1,-1
C=CC[C@@H](CC(=O)N[C@@H](CO)Cc1ccccc1)C(=O)N[C@H](C)COC(=O)[C@@H](CC=C)Cc1ccc(F)cc1,-2
Cc1cc(C)c(C#N)c(SCCS(=O)(=O)c2ccc(Cl)cc2)n1,1
CCN(CC)CCCNC(=O)c1cn(CCOC)c(=O)c2c1c1ccccc1n2C,-2
O=C(CCn1c(=O)c2cccn2c2ccc(F)cc21)NCc1cccc(F)c1,1
O=C(NCCc1ccccc1)O[C@H]1CC[C@@]23CCCN2C(=O)CCC[C@H]3C1,-5
O=C(NC(=S)N1CCc2ccccc21)C1CCC1,-2
O=[N+]([O-])c1cc(S(=O)(=O)N2CCCC2)ccc1NN=C1CCCC1,6
CCOc1ccc(NS(=O)(=O)c2cc(C(=O)NCCCN3CCOCC3)ccc2C)cc1,-2
CC1CCC(=O)N(CCC#N)CC1 (stereo unspecified),-1
COc1ccc(NC(C)=O)cc1NC(C)C(=O)Nc1cc(C(F)(F)F)ccc1N1CCOCC1 (stereo unspecified),2
O=C(Cc1cn(Cc2ccccc2)c2ccccc12)Nc1ccc(Nc2cccnc2)cc1,1
OCCN1CCN(Cc2ccc3ccccc3c2)CC1,4
O=C(COC(=O)Cc1ccc(F)cc1)NC(=O)c1ccccc1,2

# An excerpt from above in order of number of heavy atoms, high to low.
SMILES,TbREL1 primary
CCc1nc2ccc(C(=O)NCCCN3CCCC3=O)cn2c1N(CC)C(=O)NCCc1ccccc1,3
CCc1nc(SCC(=O)c2cccs2)c2oc3ccccc3c2n1,-1
O=C(NC1(C(F)(F)F)N=C2SCCN2C1=O)c1ccccc1 (stereo unspecified),-1
